TDP1 inh – TDP1 (human) enzyme inhibition; Potency, µM (titrated, usually from 130 µM), inactives show at the highest dose activity change, negative = inhibition, most hits filed as inhibitors; AID 485290; Q9NUW8; recombinant TDP1, AlphaScreen DNA substrate cleavage; 0.28% of 350,000 active; note: nearly all actives have a fitted effect of over 40% in size
Target sequence (Q9NUW8 whole entry, looked up): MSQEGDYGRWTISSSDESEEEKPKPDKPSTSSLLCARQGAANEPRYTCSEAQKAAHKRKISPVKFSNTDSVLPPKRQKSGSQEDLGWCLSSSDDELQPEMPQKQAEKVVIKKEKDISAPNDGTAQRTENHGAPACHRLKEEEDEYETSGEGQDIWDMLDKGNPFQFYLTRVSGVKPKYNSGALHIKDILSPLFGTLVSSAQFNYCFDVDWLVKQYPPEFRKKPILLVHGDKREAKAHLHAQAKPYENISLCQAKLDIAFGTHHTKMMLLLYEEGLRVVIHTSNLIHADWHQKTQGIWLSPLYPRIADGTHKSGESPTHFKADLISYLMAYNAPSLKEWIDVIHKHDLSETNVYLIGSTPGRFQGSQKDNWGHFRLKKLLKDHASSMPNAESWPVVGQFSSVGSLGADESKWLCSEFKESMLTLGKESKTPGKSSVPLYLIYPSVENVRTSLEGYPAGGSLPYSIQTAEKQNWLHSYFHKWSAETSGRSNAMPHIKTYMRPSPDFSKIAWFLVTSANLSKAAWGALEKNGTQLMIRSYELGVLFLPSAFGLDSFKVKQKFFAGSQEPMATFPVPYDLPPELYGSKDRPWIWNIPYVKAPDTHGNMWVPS
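E. coli-derived human Tdp1, 1 nM final. Cpd preinc 15 min RT; substrate 15 nM final, 5 min RT; AS bead mix 10 ug/ml final, 10 min RT. Signal loss = tyrosine-FITC cleavage. No-enzyme wells = max signal.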
DT40 TDP1 no CPT – qHTS for Inhibitors of human tyrosyl-DNA phosphodiesterase 1 (TDP1): qHTS in cells in absence of CPT; AID 686978, 2013; Potency, µM (series often up to 46.2 µM), for the others: at the top dose activity change, negative = growth inhibition, actives largely listed as inhibitors; 15% of 420,000 active; DT40 Tdp1-/- hTDP1 cells, no CPT, ATP luminescence, 48 h; note: nearly all actives have a fitted effect of over 55% in size
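Readout: luminescence from CellTiter-Glo after 30 min in the dark at RT. Cells: DT40 Tdp1-/- with stable hTDP1, 400/well. Exposure: compounds alone, ≥48 hr, 37 °C.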
N370S GC – N370S glucocerebrosidase modulation, Gaucher chaperone candidate | Potency, µM (titrated, usually from 59.4 µM), inactives show at the highest dose activity change, negative = inhibition, most hits filed as inhibitors | P04062 | 0.092% of 330,000 active | N370S GC spleen homogenate, 4MU-glucoside fluorescence;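 note: 0% = full enzyme activity and -100% = no enzyme basal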
Numbers without * were called inactive; ? = inconclusive; · = not tested or not shown; & = joins results of further samples; [ ] = another dose, or the depositor's remark. Calls come from the whole dose curve; as a rule, active = well fitted curve in the direction sought with a large enough effect; inconclusive = small, poorly fitted or top-dose-only effect, or another doubt; inactive = no such curve, though single readings can be large; an effect the other way counts as inactive or inconclusive. Unless noted, % is set by controls: 0 for no effect and ±100 for the full control effect; potency is the fitted concentration of half-maximal effect. An excerpt (hit frequency here may not be typical).

Order of values: TDP1 inh | DT40 TDP1 no CPT | N370S GC
- Cc1c(C(=O)N(Cc2ccccc2)C(C)C)cnn1-c1ccccc1
  · | ? | 22%
- NC(N)=NS(=O)(=O)c1ccc(N=C2C(=O)Nc3ccccc32)cc1
  · | -19% | -17%
- CC(=N\NC(=O)c1ccc([N+](=O)[O-])cc1)/C(=N/O)C(=O)Nc1ccccc1
  0% | ? | -3%
- COCCCn1c(SCC(=O)Nc2ccccc2F)nnc1-c1ccoc1C
  2% | 7% | -5%
- NNc1nc2c(F)cccc2s1
  8% | 15µM* | -6%
- Cc1ccc2oc(=O)c3cnn(CC(=O)N4CCc5ccccc5C4)c3c2c1
  1% | ? | 10%
- O=C(O)c1cccc2c1C(=O)c1ccc(Cl)cc1S2(=O)=O
  1% | 0% | ·
- COC(=O)/C=C1/N/C(=N\c2nc(C)cc(C)n2)N(c2ccc(C)c(C)c2)C1=O
  6% | -26% | 2%
- Cn1c(=O)c(-c2ccc(Cl)cc2)nc2cnc(N3CCNCC3)nc21
  · | 16µM* | -5%
- CCOc1ccc(OCCC(=O)OCC(=O)N2CCN(c3ccc(OC)cc3)CC2)cc1
  -12% | -25% | 1%
- Cc1ccc(OCc2nnc(NC(=O)c3cccnc3)s2)cc1
  · | -28% | 8%
- COc1ccc(NS(=O)(=O)c2c(F)cccc2F)cc1S(=O)(=O)N1CCOCC1
  0%[56.1 µM] | 4% | ·
- COc1ccc(OC)c(C(=O)N2CCC(C(=O)c3ccc(F)cc3)CC2)c1
  0% | ? | -5%
- Clc1ccc2c(c1)C(N1CCNCC1)Cc1ccccc1S2 (stereo not drawn)
  7% | 23µM* | ?
- CCOc1ccc(C(=O)N2CCc3ccccc32)cc1
  1% | -20% | -2%
- Cc1ccc(C)c(N2CCN(CCCNC(=O)CCn3c(=O)c4cccn4c4cccnc43)CC2)c1
  7% | ? | -5%
- CCOC(=O)CCCCCC(=O)Nc1ccc2c(c1)C(=O)N([C@H](C)CO)C[C@H](C)[C@@H](CN(C)C(=O)Nc1ccc(OC)cc1)O2
  2% | -1% | ·
- Cc1cc(C)nc(N2CCC(C(=O)Nc3ccc4c(c3)OCCO4)CC2)n1
  0% | ? | 16%
- CC(C)OCCCNC(=O)c1cc(Sc2ccc(F)cc2)nc2ccccc12
  3% | -87% | 2%
- C[C@@H](CN1CCC[C@H]1CN1C(N)=NC[C@@H]1Cc1ccccc1)N1C[C@@H](Cc2ccccc2)N(CCCC2CCCC2)C1=N
  -3% | ? | ·
- COc1ccc(C(=O)Nc2ccccc2-c2nc3ccccc3s2)c(OC)c1
  -8% | 16µM* | ·
- O=C(c1sc2ccccc2c1Cl)N(Cc1ccco1)C1CCS(=O)(=O)C1 (stereo not drawn)
  6% | 26µM* | 2%
- Cc1cc(F)ccc1NC(=O)CCn1nc(C)c(S(=O)(=O)N2CCCCC2)c1C
  1% | -7% | ·
- Cc1cc(NC(=O)COC(=O)CCS(=O)(=O)c2ccc(Cl)cc2)no1
  2% | -14% | -15%
- O=C(c1ccccc1-c1ccccc1)N1CCCCC1
  -7% | -9% | 3%
- O=C(COC(=O)c1cccs1)Nc1cccc(S(=O)(=O)NC2=NCCCCC2)c1
  3% | 0% | 1%
- Cc1cc(C)n(-c2nnc(C)n2/N=C/c2ccco2)n1
  7% | -2% | -1%
- CCc1ccc(-n2c(=O)c3cccnc3n2CC(=O)NCc2ccc(F)cc2)cc1
  -3% | ? | ·
- COCCN(CCOC)c1nc(C)nc2c1nc(-c1ccccc1)n2CCCN(C)C
  7% | · | -13%
- Oc1ccc(C=NC2CCCCC2)c(O)c1
  3% | -12% | 3%

The last six records of the part before come first, to join the parts:
Order of values: TDP1 inh | DT40 TDP1 no CPT | N370S GC
- O=C(c1ccccc1-c1ccccc1)N1CCCCC1
  -7% | -9% | 3%
- O=C(COC(=O)c1cccs1)Nc1cccc(S(=O)(=O)NC2=NCCCCC2)c1
  3% | 0% | 1%
- Cc1cc(C)n(-c2nnc(C)n2/N=C/c2ccco2)n1
  7% | -2% | -1%
- CCc1ccc(-n2c(=O)c3cccnc3n2CC(=O)NCc2ccc(F)cc2)cc1
  -3% | ? | ·
- COCCN(CCOC)c1nc(C)nc2c1nc(-c1ccccc1)n2CCCN(C)C
  7% | · | -13%
- Oc1ccc(C=NC2CCCCC2)c(O)c1
  3% | -12% | 3%
- CN(N=Nc1ccc([N+](=O)[O-])cc1)c1ccccc1
  5% | -27% | 2%
- COc1ccc(C2C(C(=O)Nc3cc(C)on3)c3ccccc3C(=O)N2C)cc1OC (stereo not drawn)
  1% | -7% | 4%
- COc1ccc(OC)c(C2C(C#N)=C(N)Oc3cc(N)ccc32)c1 (stereo not drawn)
  4% | ? | -3%
- CCn1c(=O)c(C(=O)NCc2ccccc2)c(O)c2ccccc21
  · | ? | -8%
- CCOc1ccc(N2CC(C(=O)NCCc3ccccc3)CC2=O)cc1 (stereo not drawn)
  0% | -15% | -8%
- N/C(CN1CCSCC1)=N\OCc1c(F)cccc1Cl
  4% | -2% | 0%
- Cc1ccc(CNC(=O)CCCn2c(=O)c3ccccc3n(Cc3ccc(Cl)cc3)c2=O)cc1
  0%[12.3 µM] | -26% | ·
- Cc1c(C(=O)NCCc2ccccc2)oc2ccc(S(=O)(=O)N3CCOCC3)cc12
  3% | ? | -17%
- COc1ccccc1OCc1ccc(C(=O)N2CCN(C(=O)c3ccco3)CC2)cc1
  2% | -26% | -9%
- NC(=O)CCN(Cc1ccccc1)S(=O)(=O)c1ccccc1
  1% | -5% | -4%
- COC(=O)N1CCC2(CCN(C(=O)Nc3ccc(OC)cc3)CC2)CC1
  · | -13% | 3%
- COc1ccc(NC(=O)CCN2C(=O)C3CC=C(Cl)CC3C2=O)cc1 (stereo not drawn)
  -1% | 11% | 8%
- CCCCn1c(N)c(N(C)C(=O)C2CC(=O)N(Cc3ccco3)C2)c(=O)[nH]c1=O (stereo not drawn)
  -3% | -6% | ·
- O=C(COC(=O)COc1ccccc1F)Nc1ccc2c(c1)OCO2
  2% | -12% | ·
- Cc1ccccc1OCc1ccc(-c2nc(C#N)c(N3CCCCC3)o2)o1
  4% | 23µM* | ·
- Cc1cc(Cl)ccc1C(=O)C1CCCN(C(=O)c2cc(C(C)C)no2)C1 (stereo not drawn)
  5% | -22% | 13%
- CN(C)c1ccc(/C=C(\Cl)c2nc3ccccc3s2)cc1
  -3% | 21µM* | 3%
- CC(C)c1ccc(OCC(=O)Nc2c(Cl)ccc3nsnc23)cc1
  5% | -26% | ·
- O=C1COc2ccc(C(=O)COC(=O)c3ccc([N+](=O)[O-])cc3Cl)cc2N1
  6% | -4% | 2%
- Cc1cc2nc(CCN3CCOCC3)n(S(=O)(=O)c3ccc(C(C)(C)C)cc3)c2cc1C
  2% | ? | -19%
- Cc1ccc(CNS(=O)(=O)N(C)C)cc1
  2% | -10% | 5%
- CCOC(=O)C1(CCc2ccccc2)CCN(C(=O)c2cc(C)nc(C)n2)CC1
  · | ? | 7%
- CCOC(=O)c1c(NC(=O)c2cc(-c3ccc(O)cc3)on2)sc(C(C)=O)c1C
  -11% | 5.8µM* | -23%
- O=C(/C=C/c1ccc(O)c(O)c1)NC(=O)c1ccccc1O
  -5% | 14%[9.04 µM] | -24%&-21%
- O=C(COC(=O)c1cc(Br)ccc1O)Nc1ccc2c(c1)OCCO2
  2%[0.505 µM] | ? | -5%
- COc1ccccc1N1CCN(/N=C/c2ccc(C(=O)O)cc2)CC1
  · | 2% | -14%
- Cc1nc(N2CCN(c3ccccc3)CC2)[nH]c(=O)c1Cc1ccccc1
  3% | ? | 0%
- Fc1ccc(-c2csc(Nc3ccccn3)n2)cc1
  7% | ? | -13%
- CC1(C)O[C@@H]2[C@H](O1)[C@@H](CO)O[C@H]2n1c(N2CCCCC2)nc2c(N)ncnc21
  0% | -5% | ·
- COc1ccc(S(=O)(=O)N2CCOCC2)cc1NC(=O)Cc1sc(C)nc1-c1ccc(F)cc1
  1% | -29% | -2%

The listing continues:
Order of values: TDP1 inh | DT40 TDP1 no CPT | N370S GC
- C=CC[C@@H](CC(=O)N[C@@H](CO)Cc1ccccc1)C(=O)N[C@@H](COC(=O)[C@@H](CC=C)Cc1ccc(F)cc1)Cc1ccccc1
  2% | ? | ·
- CCN(CC(=O)Nc1c(F)cccc1F)C(=O)c1cc2ccccc2oc1=O
  -8%[0.505 µM] | 3% | -9%
- COc1cccc(CNC(=O)c2cccc(-n3c(C)nc4cccnc43)c2)c1OC
  11% | ? | ·
- Cn1cccc1Cc1nnc(SCC(=O)NCCc2ccccc2)n1-c1ccc(F)cc1
  6% | ? | 7%
- CCCCC1=CC2=CC(=O)C(C)(OC(=O)CC)C(=O)C2=CN1Cc1ccco1 (stereo not drawn)
  8%[12.3 µM] | -30% | 1%[12.8 µM]
- O=C(CNCCc1ccccc1)Nc1ccc(C(=O)N2CCCCC2)cc1
  0% | -20% | 1%
- O=C(O)/C=C/c1cn(Cc2ccccc2Cl)nc1-c1ccccc1
  1% | ? | 16%
- Cc1cccc(CC(=O)Nc2cc(C)c3c(=O)oc4ccccc4c3n2)c1
  -2% | -22% | -1%
- CC(C)(Oc1ccc(Cl)cc1)C(=O)N1CCC(C(N)=O)CC1
  3% | -25% | 14%
- O=C(OCc1nc2scc(-c3ccccc3)c2c(=O)[nH]1)c1ccco1
  3% | -17% | 0%
- O=C(NCCCc1ccccc1)C(=O)NCC1OCCN1S(=O)(=O)c1ccc(F)cc1 (stereo not drawn)
  5% | ? | -13%
- Cc1ccc2c(c1)nnn2C1CCN(CC(=O)N(c2ccccc2)c2ccccc2)CC1
  · | 13µM* | -3%
- Cc1ccc2cc(C)c(SCC(=O)NCc3ccco3)nc2c1
  5% | ? | ?
- CCOc1ccc(CNC(=O)C2CCN(S(=O)(=O)c3cn(C)cn3)CC2)cc1
  -4% | -2% | ·
- Cc1nnc(N(Cc2ccccc2)C(=O)c2cnccn2)s1
  -1% | -4% | -18%
- COc1ccc(/C=C/C(=O)N2CCN(S(=O)(=O)c3ccccc3Br)CC2)cc1OC
  1% | ? | ·
- O=C1C=C(c2cc3ccccc3s2)C[C@@H](c2ccc(Cl)cc2)C1
  1% | ? | ·
- CCOC(=O)[C@H]1[C@H]2COc3ccc(Br)cc3[C@@H]2N2C(=O)N(c3ccc(F)cc3)C(=O)[C@@]12C
  1% | ? | ·
- CCN(C(=O)Cn1nc(C)c([N+](=O)[O-])c1C)C1CCS(=O)(=O)C1 (stereo not drawn)
  · | -14% | ?
- O=C1NC(=Nc2ccccc2)S/C1=C/c1cccs1
  ? | ? | 8%
- CN1CCN(C(=O)C2=C[C@@H](c3ccccc3)C[C@@H](OCCCCO)O2)CC1
  6% | -10% | 5%
- Cc1c(C(=O)NCCSCc2ccccc2)cccc1[N+](=O)[O-]
  11% | -11% | 4%
- COc1ccc(OCCNC(=O)/C=C/c2ccccc2)cc1
  3% | -6% | 3%
- CC1CCCC(NC(=O)CC2Nc3ccccc3NC2=O)C1C (stereo not drawn)
  1% | -7% | ·
- COc1ccc(S(=O)(=O)NCCc2sc(-c3cccc(F)c3)nc2C)cc1
  3% | 21µM* | ·
- COc1ccc(NC(=S)NC(=O)c2ccccc2Cl)cc1
  2% | ? | -12%
- COC(=O)[C@@H]1CCCN1C(=O)CCc1nnc(CCC2CCCCC2)o1
  4% | -26% | -5%
- C/C(=N\NC(=O)Cc1cc(=O)[nH][nH]1)c1cccc([N+](=O)[O-])c1
  11% | 14% | -8%
- O=C(/C=C/c1ccc2c(c1)OCO2)c1cccs1
  14%[56.1 µM] | 6µM* | 25%
- COc1ccc(OC)c(NC(=O)Cn2cnc3sc(C)c(S(=O)(=O)N4CCN(c5ccccc5OC)CC4)c3c2=O)c1
  6% | ? | ·

Additional compounds
Order of values: TDP1 inh | DT40 TDP1 no CPT | N370S GC
- O=C(Cn1nc(C(=O)O)c2ccccc2c1=O)Nc1cccc(S(=O)(=O)N2CCOCC2)c1
  -4%[56.1 µM] | 14% | ·
- CCOCCCN(C)C1CCN(C(=O)c2oc3ccccc3c2NC(=O)Cc2ccc(F)cc2)CC1
  3% | -1% | -5%
- CCC(=O)N1CCc2cc(OC)c(OC)cc2C1COc1ccc(C(=O)OC)cc1 (stereo not drawn)
  1% | ? | 11%
- O=C(Nc1nc2ccc(F)cc2s1)C1CCCO1 (stereo not drawn)
  -4% | -14% | -20%
- c1coc(-c2nc3nc4ccccc4nc3n2CC2CCCO2)c1 (stereo not drawn)
  -1% | ? | ?
- CCCN(C(=O)CCc1nc(-c2ccc(C)cc2)no1)c1ccc(OCC)cc1
  -9%[12.3 µM] | ? | ·
- CCOC(=O)c1cnc(SCC(=O)Nc2cc(OC)cc(OC)c2)nc1N
  2% | 8.2µM* | 17%
- Cc1ccc(S(=O)(=O)N(C)CC(=O)NNC(=O)Cc2ccccc2F)cc1
  0% | 7% | ·
- CC1=NNC(=O)C1CCC(=O)N/N=C\c1ccc(Cl)c(Cl)c1 (stereo not drawn)
  8% | 2% | -5%

Screens as filed in PubChem.
